ssDAF12 agonist = S. stercoralis DAF-12 activation, primary screen; HEK293 ssDAF-12/GRIP1 lit1-tk-luc reporter, luminescence; % of 3 µM dafachronic acid response; activation, % at 6.8 µM; hit rate 1% among 370,000; AID 652126;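 active = activation above the mean over all tested compounds plus 3 SD, cut at about 0.9% in these data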;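 also: 0% = DMSO-only wells and 100% = 3 µM delta7-dafachronic acid wells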
MBD2 DNA inh = inhibitors of human MBD2 binding to methylated oligonucleotide | TR-FRET | AID 686964 | hit rate 0.31% among 370,000 | inhibition, % at 4.4 µM; in the data active = inhibition above about 13%
PLC-gamma1 inh = blocks human PLC-gamma1 enzyme activity | P19174 | purified PLC-gamma1, fluorogenic substrate, fluorescence | inhibition, % at 12.2 µM | hit rate 0.84% among 370,000; in the data active = inhibition above about 9.5%
hgDAF-12 ag = agonists of H. glycines DAF-12 nuclear receptor; HEK293 GAL4-hgDAF12 UAS-luciferase reporter, agonist luminescence; normalized to butyrate control; activation, % at 6.8 µM; hit rate 1.8% among 370,000;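 active = activation above a cutoff set at the mean of all screened compounds plus 3 SD, cut at about 10% in these data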;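 also: 0% = DMSO wells and 100% = sodium butyrate wells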
DAX1 inh-1 = NR0B1 (DAX1) inhibition; AID 504766; HEK293 Gal4-DAX1 luciferase reporter, luminescence; hit rate 0.99% among 340,000; inhibition, % at 6.75 µM; P51843;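 active = inhibition above the mean over all tested compounds plus 3 SD, cut at about 4.2% in these data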;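 also: 0% = DAX1-transfected cells with DMSO and 100% = empty-vector control cells with DMSO; inhibition shows as a rise in luminescence from relieved DAX1 repression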
hcDAF-12 act = activators of H. contortus DAF-12 nuclear receptor. HEK293 hcDAF-12 lit1-tk-luc reporter, luminescence; 0% DMSO, 100% Δ7-dafachronic acid. activation, % at 6.8 µM. AID 652067. hit rate 1.4% among 370,000;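 active = activation above the mean of all tested compounds plus 3 SD, cut at about 5.5% in these data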;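 also: 100% = response to 3 µM Δ7-dafachronic acid high control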
ADAM17 inh = ADAM17 inhibition, QFRET primary screen | P78536 | recombinant ADAM17, EDANS/DABCYL FRET peptide cleavage | inhibition, % at 6.95 µM | hit rate 0.83% among 370,000;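 active = inhibition above the mean of compounds lying between control limits plus 3 SD, set per campaign, cut at about 8.5% in these data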;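 also: 0% = DMSO-only wells as the low control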
PLCb3 inh = PLC-beta3 (human) inhibition, primary screen; Purified PLC-beta3, fluorogenic substrate, fluorescence; inhibition, % at 12.2 µM; hit rate 0.18% among 370,000; Q01970; in the data active = inhibition above about 11%;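 also: 0% = median of compound wells on plate and 100% = full blocker control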
Target sequence (Q01970 whole entry, looked up): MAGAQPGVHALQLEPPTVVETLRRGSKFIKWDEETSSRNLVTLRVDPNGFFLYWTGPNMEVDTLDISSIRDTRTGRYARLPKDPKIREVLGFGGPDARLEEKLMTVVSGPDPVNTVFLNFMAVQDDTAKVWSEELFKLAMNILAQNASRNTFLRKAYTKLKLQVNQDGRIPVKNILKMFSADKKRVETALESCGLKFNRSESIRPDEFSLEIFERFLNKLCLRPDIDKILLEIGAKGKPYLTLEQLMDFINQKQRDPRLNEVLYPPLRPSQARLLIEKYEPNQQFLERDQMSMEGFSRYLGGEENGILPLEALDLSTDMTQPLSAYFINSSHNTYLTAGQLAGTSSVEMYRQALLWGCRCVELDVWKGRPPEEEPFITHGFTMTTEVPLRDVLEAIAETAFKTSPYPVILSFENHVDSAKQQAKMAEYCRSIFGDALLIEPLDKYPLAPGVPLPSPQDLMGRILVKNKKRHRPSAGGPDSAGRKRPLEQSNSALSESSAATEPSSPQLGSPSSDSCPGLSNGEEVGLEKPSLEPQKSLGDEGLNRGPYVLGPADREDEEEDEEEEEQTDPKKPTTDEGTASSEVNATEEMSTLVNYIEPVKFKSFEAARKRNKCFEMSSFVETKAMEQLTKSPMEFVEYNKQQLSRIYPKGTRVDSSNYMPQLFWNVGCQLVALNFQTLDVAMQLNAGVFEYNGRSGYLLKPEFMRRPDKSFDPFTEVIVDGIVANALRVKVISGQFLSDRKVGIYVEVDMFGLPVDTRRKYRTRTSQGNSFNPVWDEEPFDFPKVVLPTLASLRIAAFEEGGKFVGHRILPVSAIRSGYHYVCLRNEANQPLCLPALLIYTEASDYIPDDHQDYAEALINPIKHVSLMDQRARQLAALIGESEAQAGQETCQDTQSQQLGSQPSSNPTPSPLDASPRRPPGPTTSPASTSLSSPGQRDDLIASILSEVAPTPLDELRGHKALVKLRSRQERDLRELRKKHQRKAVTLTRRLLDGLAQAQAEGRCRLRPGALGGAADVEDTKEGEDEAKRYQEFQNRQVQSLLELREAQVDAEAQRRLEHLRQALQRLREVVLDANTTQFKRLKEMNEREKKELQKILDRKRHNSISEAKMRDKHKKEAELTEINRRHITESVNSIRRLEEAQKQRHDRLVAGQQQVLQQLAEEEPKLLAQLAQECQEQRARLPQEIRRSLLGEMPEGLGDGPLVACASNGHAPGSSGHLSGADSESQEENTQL
DAX1 inh-2 = inhibitors of DAX1 repression of SF-1 activated StAR promoter. HEK293T StAR-luciferase reporter, SF-1/DAX-1 repression relief. AID 652010. inhibition, % at 6.8 µM. hit rate 1.1% among 370,000;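 active = inhibition above the mean over all tested compounds plus 3 SD, cut at about 3.6% in these data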;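 also: 0% = DAX-1 cells with DMSO and 100% = cells lacking DAX-1 with DMSO; higher inhibition means more luminescence from relief of DAX-1 repression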
NR1D1 modulator = Rev-erb alpha (human) modulation; Rev-erbα–FITC-DNA binding, fluorescence polarization, 90 min; activity, % at 10 µM; hit rate 0.79% among 370,000; P20393;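 active = activity above about 14%, limit read from the data; passing the limit was not always enough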;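 also: 0% = DMSO wells with 35 nM protein and 100% = DMSO wells with 750 nM protein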
SMARCA2 act = SMARCA2 function activation, primary screen; MG213 cells, MMTV-luciferase reporter, dexamethasone, overnight; activation, % at 9.1 µM; hit rate 1% among 370,000; in the data active = activation above about 7.8%;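 also: 0% = vehicle wells and 100% = reference activator wells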
* marks the source's active call; other numbers are inactive results; / = not tested or not shown.

molecule	ssDAF12 agonist	MBD2 DNA inh	PLC-gamma1 inh	hgDAF-12 ag	DAX1 inh-1	hcDAF-12 act	ADAM17 inh	PLCb3 inh	DAX1 inh-2	NR1D1 modulator	SMARCA2 act
CC(C)CNC(=O)CN(C)S(=O)(=O)c1ccc(F)cc1	-1.5	9	-2	-1.1	1.1	3.8	-7	-2	-0.4	-4	-5
Cc1ccc(C(=O)Nc2ccc3ncccc3c2)cc1	-1.3	0	3	0.2	-4.2	-0.6	-2	-5	1.2	-4	0
COc1cccc2c3c(c(=O)[nH]c12)CC(C)(C)O3	-1.6	4	-1	0.4	/	0.7	0	-4	0.0	-3	12*
Cc1ccc(S(=O)(=O)CCC(=O)OCC(=O)c2cc(C)n(C)c2C)cc1	-1.5	4	-4	2.9	1.8	1.2	1	-13	-1.9	-4	0
COc1ccc(/C=C(\NC(=O)c2ccc(C)cc2)C(=O)Nc2ccc(C(=O)O)cc2)cc1	-0.7	0	2	0.7	0.4	-0.6	-1	1	0.5	3	1
O=C(COC(=O)Cn1[nH]c(=O)c2ccccc2c1=O)NNC(=O)c1ccc(Br)cc1	-1.9	-3	-4	4.3	0.8	1.8	-1	-1	-2.4	-1	-1
CCCC(C(=O)Nc1ccc2c(C)cc(=O)oc2c1)c1ccccc1 (stereo not given)	-1.5	-3	-18	1.5	0.5	-1.8	-45	-32	1.7	11	4
Cc1ccccc1C1CC(c2cccs2)=NN1S(C)(=O)=O (stereo not given)	-1.0	1	-4	-2.2	-0.2	1.0	-4	0	0.9	-1	-6
Cc1cc(C)cc(NC(=O)COc2coc(CN3CCc4ccccc4C3)cc2=O)c1	-0.7	1	8	-4.1	-3.3	-0.8	4	-4	-2.3	1	-3
COC(=O)c1cccnc1-n1c(=O)c2cccnc2n(Cc2cccc([N+](=O)[O-])c2)c1=O	-1.3	6	0	0.8	-1.6	-0.8	-5	-9	0.1	-5	-2
CCC1(c2ccccc2)NC(=O)N(Cc2cccc([N+](=O)[O-])c2)C1=O (stereo not given)	-1.6	-3	0	-1.0	-0.7	-1.8	2	2	-0.4	-1	-1
COc1ccc(C(=O)NCc2ccc(-c3nc4ccccc4s3)cc2)cc1OC	-0.1	0	-4	5.0	0.1	-0.9	-11	-6	0.1	11	0
CSc1nc(Oc2cccc(C(F)(F)F)c2)cc(C(F)(F)F)n1	-1.0	-8	0	2.5	0.6	-1.2	0	0	-1.0	2	2
CCOc1ccccc1NC(=O)CCc1c(C)nn(-c2ccc(N3CCCCC3)nn2)c1C	-1.7	-1	-7	-2.0	-0.8	-2.1	1	-15	-2.1	-1	2
CCCOC(=O)CCCCC1SCC(NC(=O)OC)C1NC(=O)OC (stereo not given)	-1.7	-3	-37	1.3	1.5	-1.7	4	0	-0.5	-5	-4
CCOC(=O)C1=C(C)N=C2c3ccccc3C(=O)C2C1c1ccccc1 (stereo not given)	-1.4	-5	3	-2.5	-1.5	-1.0	1	3	-0.1	4	-6
CC(C)Oc1ccc(/C(O)=C2/C(=O)C(=O)N(CCCn3ccnc3)C2c2cccnc2)cc1 (stereo not given)	-0.7	-3	-2	0.7	-0.2	0.4	4	3	0.1	2	0
N#Cc1ccccc1OCC(=O)NCCNC(=O)COc1ccccc1C#N	-1.1	8	-3	3.1	-0.3	4.7	-1	-5	-1.0	-2	-3
CN(C(=O)c1cccc(NC(=O)Cc2ccc(NC(=O)C3CCCN(C(=O)C4CCCC4)C3)cc2)c1)C1CCCC1 (stereo not given)	-1.4	-6	3	-2.7	-2.2	-1.4	5	1	1.1	-10	-2
c1ccc2c(c1)ncn2-c1ccc(-c2ccnc3ncnn23)cc1	-1.5	3	-46	-2.1	0.3	-2.5	-6	-66	0.1	-3	-3
Cc1ccc(C2=NN(C(=O)CCCC(=O)O)C(c3ccco3)C2)cc1 (stereo not given)	1.1*	-1	-1	4.4	0.2	0.7	-6	-6	-0.7	0	1
CC1CC(=O)NN=C1c1ccc(N(C)C)c([N+](=O)[O-])c1 (stereo not given)	-1.5	-9	2	-1.1	0.6	-1.6	-3	3	0.9	2	3
NC(=N\N=Cc1ccco1)/C(N)=N/N=Cc1ccco1	-0.6	0	5	1.3	3.8	1.7	4	6	0.8	-20	6
COC(=O)[C@@]1(Cc2ccc(F)cc2)[C@H]2c3cc(C(=O)N(C)C)n(Cc4ccc(S(C)(=O)=O)cc4)c3C[C@H]2CN1C(=O)c1ccccc1	-1.5	-1	-12	-1.0	/	-2.0	-3	-20	0.9	0	4
Cc1cc(=O)[nH]c(SCc2ccc(Cl)cc2Cl)n1	-0.7	-3	-1	-0.4	1.0	-0.3	0	-2	0.3	2	1
Cc1cc(N2C(=O)CC(Cc3ccccc3)C2=O)no1 (stereo not given)	-0.8	-4	1	0.3	1.0	0.0	-3	3	-0.5	-3	-5
Cc1ccc(OCC(O)Cn2c(=N)n(CCN3CCCCC3)c3ccccc32)cc1 (stereo not given)	-1.1	1	2	2.3	-0.1	-1.6	-2	0	-0.7	-1	4
CC(NC(=O)C1CCCN(S(=O)(=O)c2ccc(-n3cnnn3)cc2)C1)c1ccc(F)cc1 (stereo not given)	-1.0	2	-2	0.8	1.6	0.2	-1	0	-0.2	0	-1
COC(=O)[C@]12CCCCC=C1N(Cc1ccc(Cl)cc1Cl)C(=O)[C@H](CC(=O)N1CCOCC1)C2	-0.4	-2	2	-1.8	/	-1.9	-2	4	-0.9	0	2
COc1ccc(Nc2nnc(-c3ccc(C)cc3)c3ccccc23)cc1C(=O)N1CCCCC1	-1.8	-7	-35	3.6	-0.2	-2.5	5	-40	0.3	-4	-2
O=C(NCc1ccc(F)cc1)c1cc(C2CCCN(C(=O)C3CCCCC3)C2)on1 (stereo not given)	-1.1	-1	6	0.6	/	-1.9	2	4	-1.5	0	0
Fc1cccc(Cl)c1CNCCCSc1ncccn1	-1.4	2	2	1.0	-1.0	-1.1	6	2	0.0	-2	-2
CC(C)CN(CCCNC(=O)CN1C(=O)COc2ccc(S(=O)(=O)N3CCC(C)CC3)cc21)CC(C)C	-0.4	9	-1	-0.1	0.1	-0.5	1	-10	-1.4	-3	1
Cc1ccc(OCCN2C(=O)OC(C)(C)C2(C)O)cc1 (stereo not given)	-0.6	-2	2	-1.9	1.5	-1.2	-2	5	0.1	3	-4
O=C(C[n+]1cc(Br)cc(Br)c1)c1ccc(Cl)cc1	-1.0	2	-5	-0.8	-0.7	1.2	-1	-8	0.4	-5	-1
CN(C)C(=O)COC(=O)c1ccccc1Nc1ccc(SC(F)F)cc1	-2.1	-3	-77	-1.9	-0.3	-1.0	1	-73	3.2	2	7
CCCNC(=O)c1noc2c1CCc1ccccc1-2	0.1	-1	0	8.4	0.5	1.7	-1	0	4.5*	-2	7
COc1ccc(NC(=O)CCN=C2NS(=O)(=O)c3ccccc32)cc1S(=O)(=O)N(C)C	-0.7	0	-2	-0.3	0.6	-1.4	-3	-9	-0.8	-2	0
Cc1onc(-c2ccccc2)c1C(=O)N/N=C(\N)COc1ccc(Cl)cc1	-1.3	-1	3	-0.8	-0.4	-1.2	7	4	-0.5	3	-5
CCOc1ncccc1C(=O)OCC(=O)c1ccc(Cl)s1	-1.2	0	1	-2.3	2.7	-0.7	-2	0	-0.6	0	-4
N#Cc1c(/N=C/c2cc3ccccc3s2)sc2c1CCC2	-0.3	-6	-5	6.0	0.1	0.6	3	-13	1.0	3	-1
CC(=O)NC1=NN(C(C)=O)C(c2ccccn2)S1 (stereo not given)	-1.7	2	1	-1.2	3.5	-1.8	1	3	-0.6	8	1
O=C(Cn1ccc(NC(=O)OCc2ccccc2)nc1=O)NCCCc1ccccc1	-1.2	-4	-1	2.3	0.5	0.4	0	3	-0.5	-2	1
CCC(C(=O)NCc1ccccc1OC)c1ccccc1 (stereo not given)	-1.9	7	1	-1.1	-1.2	-1.0	-1	0	-0.1	3	-1
CCCn1c(SCCc2ccccc2)nc2c1c(=O)[nH]c(=O)n2C	-0.9	1	2	-2.2	-0.9	-1.1	0	3	-1.1	8	1
O=C(CNCCC1=CCCCC1)Nc1ccccc1N1CCCCC1	-0.9	-2	12*	-1.8	-0.2	-1.7	4	5	0.5	8	-4
Cc1ccc(C(=O)N2CCN(c3ccc(NC(=O)CSc4ccc(Cl)cc4)cc3)CC2)cc1	-1.2	4	1	1.5	1.8	-1.6	3	3	-0.4	7	0
COc1ccc(C(=O)NNC(=O)C2(C)CC2(Br)Br)cc1 (stereo not given)	-0.4	-2	1	-0.5	0.3	0.2	0	-8	0.4	0	3
CCOc1ccc(C=Nn2c(-c3ccc(F)cc3)n[nH]c2=S)cc1	-0.5	-6	0	2.5	/	-2.8	2	2	0.2	7	-2
COc1ccc(/C=N/NC(=S)NCCc2ccccc2)cc1	-0.6	2	4	-0.2	-1.4	-1.4	2	-2	-0.7	8	-3
CC1(C)C(=O)Nc2ccccc2N1C(=O)COC(=O)c1cccnc1	-0.9	-4	1	1.7	-0.5	-0.5	1	-8	1.6	-10	-1
COc1ccc(/C=N/NC(=O)CNC(=O)c2ccc(S(=O)(=O)N3CCCC3)cc2)c(OC)c1	-1.5	-1	2	3.7	0.5	-1.4	-1	3	-0.6	-6	2
Cc1cc(C)n(C(=O)c2ccc(S(=O)(=O)N3CCCC3)cc2)n1	-0.7	-3	0	2.4	-1.0	-1.0	-3	-1	-0.3	3	2
COc1nnc(-c2ccc(N3CCOCC3)c(NC(=O)C3CCCCC3)c2)c2ccccc12	-1.3	4	-1	1.3	-0.6	2.7	-2	-4	-0.1	6	-5
COc1cccc(CNc2ncc(C(=O)Nc3cc(OC)c(OC)c(OC)c3)c(C)n2)c1	-1.7	1	-4	-0.5	-2.8	-1.8	0	-5	-1.3	5	0
CCOC(=O)C1(C)CCN1C(=O)c1cccc(Cl)c1 (stereo not given)	0.0	0	2	0.0	/	-0.3	-4	6	-0.1	-5	-7
Cc1ccc([C@H]2C[C@H](n3cc(C4CC4)nn3)[C@@H](O)CN2C(=O)c2cccs2)cc1	-0.3	6	2	1.9	-0.3	-2.4	-3	-1	-0.1	-4	-6
Cc1ccc(-n2c3nc(=O)[nH]c(=O)c-3cc3cc([N+](=O)[O-])ccc32)cc1C	-1.2	4	-12	0.5	-0.8	-1.4	-8	-16	-0.4	-1	5
O=C1c2ccccc2C(=O)c2c1ccc1c(=O)n(C3CCCCC3)[nH]c21	-1.2	-4	-3	2.4	-0.8	0.2	0	-7	-0.5	-3	1
Cc1nnc(N2CCC(C(=O)N3CCCCCC3)CC2)c2nn(-c3ccc(Cl)cc3)c(C)c12	-1.0	3	-200	-2.6	1.1	-1.9	-34	-304	-0.3	0	-3

Bioassay records as filed in PubChem.
